Screens deposited in PubChem BioAssay by Sanford-Burnham Center for Chemical Genomics.
Hsp70 displacement: Hsp70 inhibitors, probe displacement, primary screen, biochemical, fluorescence polarization (AID 583) | 0.06% of 140,000 active | one-dose displacement, % at 20 µM; IC50 in µM for titrated hits | Hsp70 fluorescence polarization probe displacement, mP; higher % means a stronger effect; in the data active means displacement above about 50%;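 further: plate controls were vehicle for no effect and reference ligand for full effect; a part of the inactive calls stands beside numbers as strong as those of hits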
Rat MKP-3 inhibitors: MKP-3 phosphatase inhibitors, primary screen, biochemical, rat enzyme, in vitro (AID 425); recombinant MKP-3 phosphatase activity, fluorescence; higher % means a stronger effect; inhibition, % at 20 µM, or IC50 in µM where a hit was titrated; 0.17% of 110,000 active; in the data active means inhibition above about 50%;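 further: plate controls were vehicle for no effect and reference inhibitor for full effect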
An asterisk follows results filed as active; / = not tested or not shown. The list is partial; the hit share may differ from the screen's.

Sample of the layout (two entries):
SMILES	Hsp70 displacement	Rat MKP-3 inhibitors
COc1ccc(N2C(=O)CC(NC3CCCCNC3=O)C2=O)cc1 (configuration not stated)	-2.9%	/
O=C1CCCC/C1=C\Nc1ccccc1C(=O)O	2.2%	1.0%

The whole of this part, previewed entries included:
SMILES	Hsp70 displacement	Rat MKP-3 inhibitors
COc1ccc(N2C(=O)CC(NC3CCCCNC3=O)C2=O)cc1 (configuration not stated)	-2.9%	/
O=C1CCCC/C1=C\Nc1ccccc1C(=O)O	2.2%	1.0%
O=C(Nc1c(C(=O)Nc2cccc3ccccc23)cnn1-c1ccccc1)c1ccco1	-3.6%	/
CCOC(=O)C(Nc1cccc(F)c1)c1ccccc1 (configuration not stated)	-4.9%	-1.0%
COc1cccc(Nc2nnc(SCC(=O)N3CCOCC3)s2)c1	-7.0%	-8.9%
O=C(/C=C/c1ccco1)N1CCN(c2cccc(Cl)c2)CC1	-7.5%	3.3%
CCOC(=O)C1=C(C)NC2=C(C(=O)C(C(=O)OCC)C(c3ccc(OC)cc3)C2)C1c1ccccn1 (configuration not stated)	4.8%	/
CC12CCC(c3c(C(=O)O)nn(-c4ccccc4)c31)C2(C)C (configuration not stated)	1.3%	-16.3%
CCn1c(SCC(=O)Nc2cc(NC(C)=O)ccc2OC)nnc1-c1ccncc1	-1.9%	-1.9%
CC(=O)c1c(C)oc2ccc(NS(=O)(=O)c3ccc(O)c(C(=O)O)c3)cc12	1.3%	-3.3%
CN(C)CCCN=Cc1c(O)n(Cc2ccccc2)c(=O)c2ccccc12	-0.8%	/
Cc1cc(C(=O)N/N=C(\CCC(=O)O)c2ccccc2)n[nH]1	-6.4%	1.4%
CSc1cccc(NC(=O)CSc2ccc(Cl)cc2)c1	4.2%	/
COCCCN1C(=O)C(O)=C(C(=O)c2ccc(C)o2)C1c1cccc(Br)c1 (configuration not stated)	-4.0%	-3.5%
Cc1cccc2nc(CSc3nc4[nH]ncc4c(=O)n3-c3ccccc3Cl)cc(=O)n12	3.0%	/
N#C/C(=C\c1ccc(-c2ccccc2)o1)C(=O)N1CCCCCC1	-0.2%	7.7%
O=C(OC(C(=O)NCc1cccs1)c1ccccn1)c1cccs1 (configuration not stated)	-3.3%	-2.0%
COc1ccc(CN2CCCC(C(=O)N(C)Cc3ccccc3)C2)cc1OC (configuration not stated)	-0.4%	-5.1%
COc1cccc(N2C(=O)CC(Sc3nc4ccccc4s3)C2=O)c1 (configuration not stated)	0.2%	2.0%
Cc1noc(/C=C/c2ccco2)c1S(=O)(=O)N1CCC(C(=O)N2CCc3ccccc3C2)CC1	-29.2%	-4.6%
COc1ccc2cc3c(N)c(C(=O)NCc4ccco4)sc3nc2c1	3.0%	-7.9%
Cc1cccc2[nH]c(-c3ccc(NC(=O)c4ccco4)cc3)nc12	-9.0%	-6.3%
O=C(CSc1nc2c([nH]c3ccccc32)c(=O)n1-c1cccc(Cl)c1)N1CCOCC1	8.3%	31.5%
CN(C)S(=O)(=O)c1ccc(C(=O)N2CCCC2c2nc3ccccc3s2)cc1 (configuration not stated)	3.8%	-6.1%
COc1ccc(/C=C/C(=O)c2ccc(Cl)cc2)cc1	-1.5%	2.4%
NC1=NC(=O)/C(=C\c2ccc(-c3cccc(Cl)c3)o2)S1	-8.0%	0.7%
Cc1nc2cc(C(=O)NCCN3CCOCC3)ccc2n1-c1ccc(F)cc1F	-3.3%	/
CC(=O)OCC12c3ccccc3C(COC(C)=O)(c3ccccc31)C1C(=O)N(c3ccccc3)C(=O)C12 (configuration not stated)	-0.5%	2.2%
Cc1ccc(SCCNC(=O)CN2C(=O)c3ccccc3S2(=O)=O)cc1	3.4%	11.0%
CCN1CCN(Cc2ccc(NC(=O)Nc3ccc(OC)cc3)cc2)CC1	1.0%	0.9%
O=C(COc1ccccc1[N+](=O)[O-])Nc1ccc2oc(-c3cccc(Br)c3)nc2c1	7.5%	0.4%
COC(=O)c1ccc(OCC(O)CN(Cc2ccccc2)Cc2ccccc2)cc1 (configuration not stated)	0.5%	-0.3%
N#Cc1cc2c(nc1SCC(=O)Nc1sc3c(c1C#N)CCC3)CCCC2	0.3%	/
COc1ccccc1NC(=O)C1=C(C)NC(=O)NC1c1ccccc1Cl (configuration not stated)	1.2%	4.3%
Cc1cc(C(=O)Nc2ccc3c(c2)OCCO3)co1	10.2%	-16.4%
c1ccc(-c2ccc(OCCOCCn3cncn3)cc2)cc1	-2.3%	-4.4%
O=C(NCc1nnc(SCC(=O)N2CCCC2)o1)c1c(F)cccc1Cl	/	5.7%
CCC(Sc1nc2ccccc2s1)C(=O)Nc1cccc2ccccc12 (configuration not stated)	-1.2%	-0.1%
Cc1nonc1NC(=O)CSc1nnc(-c2ccoc2C)n1CC(C)C	2.0%	-8.3%
CC(=O)N(C)c1ccc(NC(=S)Nc2ccc(F)cc2)cc1	-1.6%	2.8%
Cc1ccc(CNC(=O)CSc2ncccn2)cc1	-2.5%	-7.0%
Cc1nn(CCCNC(=O)C2CCCO2)cc1Br (configuration not stated)	0.6%	-1.5%
CC(C)Cc1cc(C(=O)Nc2sc3c(c2C#N)CCCC3)no1	2.5%	-10.7%
CSc1nc2c(cc1C#N)CCCC2	-1.1%	0.8%
CN(C)CCNC(=O)c1cc2ccccc2oc1=O	1.1%	-8.9%
COc1ccc(-n2c(-c3cc(OC)c(OC)c(OC)c3)n[nH]c2=S)cc1	-1.5%	0.3%
O=C(CSc1nc2ccccc2s1)c1ccc2c(c1)Cc1ccccc1-2	1.8%	2.8%
Cc1cc(Nc2ccc(F)c(Cl)c2)n2ncnc2n1	/	-4.2%
Nc1nc(Cl)nc2c1ncn2[C@@H]1O[C@H](CO)[C@@H](O)[C@H]1O	4.7%	4.4%
COc1cc(C(=O)N2CCN(c3ccccc3)CC2)c([N+](=O)[O-])cc1OC	1.1%	2.8%

Next part:
SMILES	Hsp70 displacement	Rat MKP-3 inhibitors
COc1cc(/C=N/N=C(/N)c2nonc2N)cc(Br)c1OCc1cccc(C)c1	-2.8%	/
COc1ccc2nc(NC(=O)C3CCCN(S(=O)(=O)c4c(C)noc4C)C3)sc2c1 (configuration not stated)	-3.9%	-2.2%
COc1ccc(C)cc1S(=O)(=O)N(C)CC(=O)NC1CCCCC1	-2.7%	-5.7%
Cn1c(Oc2ccc3c(c2)OCO3)nc2c1c(=O)n(Cc1ccccc1)c(=O)n2C	4.3%	/
Cc1ccc(-c2ccc(OCC(=O)N3CCCc4ccccc43)cc2)cc1	-1.4%	2.9%
COc1ccc(CCNC(=O)CC2Nc3ccccc3NC2=O)cc1OC (configuration not stated)	0.5%	-0.2%
CN(C)S(=O)(=O)c1cccc(C(=O)NCC2CCCO2)c1 (configuration not stated)	0.4%	-4.7%
CCCCNC(=O)Nc1ccccc1C(=O)NCc1ccco1	2.2%	4.0%
CCOC(=O)c1cc2sc(C)cc2n1CC(=O)N1CCN(C(=O)c2ccco2)CC1	3.0%	-1.2%
Cc1cc([N+](=O)[O-])ccc1NCc1cc(F)ccc1F	6.8%	-0.5%
CCc1c(C)nc(N)n2c(SCC(=O)Nc3ccccc3)nnc12	3.5%	/
Cc1cccc(OCCCC(=O)Nc2ccc(S(=O)(=O)Nc3onc(C)c3C)cc2)c1	1.5%	1.6%
CCOCCOC(=O)c1ccc(NC(=O)c2cccnc2)cc1	2.5%	5.0%
CCCCCC(C)n1[nH]c(=O)cc1N (configuration not stated)	5.3%	/
Cc1ccc(S(=O)(=O)Nc2cc(C(C(=O)OC(C)C)C(=O)C(F)(F)F)c(O)c3ccccc23)cc1 (configuration not stated)	19.5%	4.8%
COc1ccc(NC(=O)/C(C#N)=C\c2cc(C)n(-c3ccc(Oc4ccc([N+](=O)[O-])cn4)cc3)c2C)cc1	0.2%	/
COc1ccc2nc(NC(=O)COC(=O)CN3C(=O)c4ccccc4C3=O)sc2c1	1.0%	-6.3%
Cc1cc(C)n(C(=O)CSc2nnc(SCC(=O)n3nc(C)cc3C)s2)n1	-0.5%	-7.4%
O=C1NC(c2ccc(Br)cc2)Nc2sc3c(c21)CCC3 (configuration not stated)	1.5%	/
O=C(Oc1ccc2oc(=O)sc2c1)c1ccccc1	-5.9%	19.2%

For convenience, part of the list above.
SMILES	Hsp70 displacement	Rat MKP-3 inhibitors
COc1ccc(N2C(=O)CC(NC3CCCCNC3=O)C2=O)cc1 (configuration not stated)	-2.9%	/
O=C1CCCC/C1=C\Nc1ccccc1C(=O)O	2.2%	1.0%
O=C(Nc1c(C(=O)Nc2cccc3ccccc23)cnn1-c1ccccc1)c1ccco1	-3.6%	/
CCOC(=O)C(Nc1cccc(F)c1)c1ccccc1 (configuration not stated)	-4.9%	-1.0%
COc1cccc(Nc2nnc(SCC(=O)N3CCOCC3)s2)c1	-7.0%	-8.9%
O=C(/C=C/c1ccco1)N1CCN(c2cccc(Cl)c2)CC1	-7.5%	3.3%
CCOC(=O)C1=C(C)NC2=C(C(=O)C(C(=O)OCC)C(c3ccc(OC)cc3)C2)C1c1ccccn1 (configuration not stated)	4.8%	/
CC12CCC(c3c(C(=O)O)nn(-c4ccccc4)c31)C2(C)C (configuration not stated)	1.3%	-16.3%
CCn1c(SCC(=O)Nc2cc(NC(C)=O)ccc2OC)nnc1-c1ccncc1	-1.9%	-1.9%
CC(=O)c1c(C)oc2ccc(NS(=O)(=O)c3ccc(O)c(C(=O)O)c3)cc12	1.3%	-3.3%
CN(C)CCCN=Cc1c(O)n(Cc2ccccc2)c(=O)c2ccccc12	-0.8%	/
Cc1cc(C(=O)N/N=C(\CCC(=O)O)c2ccccc2)n[nH]1	-6.4%	1.4%
CSc1cccc(NC(=O)CSc2ccc(Cl)cc2)c1	4.2%	/
COCCCN1C(=O)C(O)=C(C(=O)c2ccc(C)o2)C1c1cccc(Br)c1 (configuration not stated)	-4.0%	-3.5%
Cc1cccc2nc(CSc3nc4[nH]ncc4c(=O)n3-c3ccccc3Cl)cc(=O)n12	3.0%	/

Additional results follow.
SMILES	Hsp70 displacement	Rat MKP-3 inhibitors
CCC(C)(C(=O)NC1CCCC1)N(Cc1ccco1)C(=O)c1ccc2c(c1)OCO2 (configuration not stated)	-2.5%	-3.0%
COc1ccccc1CNC(=O)C(C)NS(=O)(=O)c1ccc(Br)cc1 (configuration not stated)	1.9%	/
O=C(Cn1cc2c(n1)CCCC2)N1CCCc2ccccc21	2.4%	-11.4%
N#Cc1c(NC(=O)CN2CCOCC2)oc(-c2ccccc2)c1-c1ccccc1	1.1%	-11.3%
O=C(CCCSc1nc2ccccc2[nH]1)Nc1nnc(-c2ccccc2)o1	-0.3%	/
COc1ccc(-c2cc(C(=O)N3CCc4ccccc4C3)no2)cc1OC	-4.6%	-10.2%
CCc1ccc(C2N(c3ccc(OC)cc3)C(=O)C3CCCN32)cc1 (configuration not stated)	8.2%	0.1%
COc1ccc(C(C)C)cc1S(=O)(=O)N1CCN(C)CC1	-0.4%	2.6%
CCOc1cccc(C(=O)N2CCCCC2c2cccnc2)c1 (configuration not stated)	2.1%	-9.3%
Cc1ccc(S(=O)(=O)NC(=NC(C)C(=O)O)c2ccccc2)cc1 (configuration not stated)	-3.6%	-4.7%
CC1(C)Cc2[nH]c(=S)c(C#N)cc2CO1	-0.5%	0.0%
CCOc1ccc(CC(=O)Nc2c(C(=O)Nc3ccccc3)oc3ccccc23)cc1OCC	3.2%	/
Cc1ccc2c(c1C)NC(C)CC2C (configuration not stated)	2.1%	-2.1%
Cc1oc2cc(O)ccc2c(=O)c1-c1cnn(-c2ccccc2)c1	-0.1%	2.5%
O=C1CC(c2nc3ccccc3[nH]2)CN1Cc1ccccc1 (configuration not stated)	2.5%	1.1%
CCOC(=O)C1CCN(C(=O)CN(c2ccc3c(c2)OCCO3)S(C)(=O)=O)CC1	-3.5%	/
COc1ccc(OC)c(CNc2ccccc2)c1	0.8%	0.4%
Clc1ccccc1C(c1nnnn1Cc1ccco1)N1CCN(Cc2ccco2)CC1 (configuration not stated)	-0.3%	-0.9%
O=[N+]([O-])c1ccc(S(=O)(=O)Nc2ccccc2CO)cc1	-2.4%	2.3%
O=C(O)c1ccccc1N=Nc1cc(-c2ccccc2)oc1O	-13.7%	3.1%
COC(=O)C1C(=O)NCC1c1ccc(C)cc1 (configuration not stated)	0.7%	/
O=c1c(-c2ccc(F)cc2)coc2cc(O)ccc12	5.0%	-16.7%
Cc1cc(Nc2ccc3c(c2)n(C)c(=O)n3C)n2c(nc3ccccc32)c1C#N	-1.4%	8.6%
CC(=O)C(C(=O)c1ccccc1)C1(O)C(=O)Nc2ccccc21 (configuration not stated)	8.4%	-5.8%
Cc1noc(C)c1S(=O)(=O)N1CCCC(C(=O)Nc2ccc(Cl)cn2)C1 (configuration not stated)	1.7%	-4.8%
CCN(CC)S(=O)(=O)c1ccc2[nH]c(=O)[nH]c2c1	-3.7%	-5.1%
N#CC1=C(N)C(C#N)(C#N)C(c2ccco2)C2CCCC=C12 (configuration not stated)	13.1%	3.0%
O=[n+]1c2c(n([O-])c3cc(F)ccc31)CCCC2	1.1%	2.6%
Cc1ccc(C=Nc2cc(C)on2)c(O)c1	8.4%	-1.6%
CC(=O)NNc1ccc(C(F)(F)F)cc1[N+](=O)[O-]	-5.8%	/
Cn1c(C(=O)NCCC2=CCCCC2)cc2c(=O)n3ccccc3nc21	-3.7%	-5.5%
Cc1ccc(OCCn2c(=O)cnc3ccccc32)cc1	/	-6.3%
CCCCNC(=O)/C(=C/c1ccccc1)NC(=O)c1ccc(OC)cc1	-4.1%	1.0%
CO[C@H]1C[C@@H]2CC[C@@H](C)[C@@](O)(O2)C(=O)C(=O)N2CCCC[C@H]2C(=O)O[C@H]([C@H](C)C[C@@H]2CC[C@@H](O)[C@H](OC)C2)CC(=O)[C@H](C)C=C(C)[C@@H](O)[C@@H](OC)C(=O)[C@H](C)C[C@H](C)C=CC=CC=C1C	/	-7.0%
CC(=O)c1cccc(NC(=O)C2CCCN(S(=O)(=O)c3ccc(F)cc3)C2)c1 (configuration not stated)	-4.6%	-7.3%
Cn1c(=O)cc(SCC(=O)N2CCN(Cc3ccc4c(c3)OCO4)CC2)c2ccccc21	-4.2%	-3.7%
CC(=O)c1cccc(NC(=O)Oc2ccccc2)c1	1.8%	-4.9%
